# Bioassay records deposited in PubChem by National Center for Advancing Translational Sciences (NCATS).
# Mito fusion yeast – blocks mitochondrial division or promotes mitochondrial fusion | S. cerevisiae fusion-defective mutant growth rescue, CellTiterGlo 48 h | Potency, µM (top dose mostly 46.1 µM), without a hit: at the top dose growth rescue (activation), hits mostly activators | 0.23% of 320,000 active | AID 485298;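 further: potency means the concentration at half of the fitted maximal effect; % of control where 0% means no effect; nearly all actives have a fitted effect of over 45% in size; temperature-sensitive fusion mutants such as fzo1-1 at 37 °C on non-fermentable ethanol glycerol medium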
#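 Read-out: ATP-based luminescence (CellTiterGlo, 10 min ambient) reporting growth of fusion-defective ts yeast after 48 hours at 37C on glycerol/ethanol YPEG medium in the presence of compound.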
# Eya2 phos inh – Eya2 (human) phosphatase inhibition; O00167; recombinant Eya2, OMFP fluorescence dephosphorylation (OMFP is methylfluorescein phosphate); Potency, µM (series often up to 76.9 µM), for the others: at the top dose activity, negative = inhibition, hits mostly inhibitors; 0.006% of 330,000 active; further: potency means the concentration at half of the fitted maximal effect; on the % scale 0 is the no-effect control and ±100 the full control effect
#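 Eya2 (0.2 uM) preincubated 10 min at ambient with compound, then OMFP substrate added at 50 uM; 10 min reaction in 50 mM HEPES pH 7.5, 50 mM NaCl, 5 uM MgCl2, 0.05% BSA, 1 mM DTT. Fluorescence read at Ex 485/Em 525 nm.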
# TSG101-PTAP inh – blocks PTAP/TSG101 interaction to inhibit HIV-1 budding | Potency, µM (titrated, usually from 115 µM), inactives show at the highest dose activity change, negative = inhibition, actives largely listed as inhibitors | 340,000 tested, under 10 active | AID 493005 | Fluorescence polarization, FITC-PTAP peptide / Tsg101 binding | Q99816; active means well fitted inhibition curve with a large enough effect in the main read-out, with a control signal flat, not every such curve was filed as active; inconclusive means small, poorly fitted or top-dose-only effect, or effect the other way, or a change in a side signal; inactive means no such curve, though single readings can be large or run the other way; further: potency means the concentration at half of the fitted maximal effect; % of control where 0% means no effect
# Target sequence (Q99816 whole entry, looked up): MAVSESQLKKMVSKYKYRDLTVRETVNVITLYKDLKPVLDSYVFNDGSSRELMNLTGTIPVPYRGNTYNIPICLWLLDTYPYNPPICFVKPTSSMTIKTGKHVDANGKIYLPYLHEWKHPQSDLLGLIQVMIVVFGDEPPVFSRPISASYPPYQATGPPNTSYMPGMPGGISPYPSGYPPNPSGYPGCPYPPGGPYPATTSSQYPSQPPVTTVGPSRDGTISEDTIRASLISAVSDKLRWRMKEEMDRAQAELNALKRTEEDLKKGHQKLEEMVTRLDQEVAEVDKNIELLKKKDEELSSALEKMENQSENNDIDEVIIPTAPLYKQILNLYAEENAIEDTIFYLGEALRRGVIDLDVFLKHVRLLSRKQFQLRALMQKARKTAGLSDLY
#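 Fluorescence polarization binding of Tsg101 binding domain (10 uM final) to FITC-labeled PTAP peptide (50 nM final) in HEPES pH 7.5 buffer with NaCl, Tween 20, EDTA, TCEP. Compounds added before peptide; binding 20 min at RT.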
# TCR act – activates T cell receptor signaling | primary human leukocytes, anti-CD3, IL-2 HTRF, 48 h | Potency, µM (top dose mostly 9.22 µM), without a hit: top-dose activation of IL-2 secretion, actives largely listed as activators | 330,000 tested, under 10 active; further: % of control where 0% means no effect
#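 Primary human leukocytes incubated 48 hr with anti-CD3 beads plus compound, without co-stimulation. Secreted IL-2 measured by HTRF (europium cryptate/d2 anti-IL-2 pair, 320 nm excitation, 665 nm emission).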
# Chronic BCR inh – inhibitors of chronic active B-cell receptor signaling; ABC-DLBCL IkBa-CBG/CBR reporter, luminescence ratio, 4 h; Potency, µM (doses to about 46.1 µM), inactives show at the top dose ratio change, negative = lower green/red ratio, usual class: inhibitors; AID 493014; 0.05% of 340,000 active; active means well fitted inhibition curve with a large enough effect in the signal ratio, with a control signal flat, not every such curve was filed as active; inconclusive means small, poorly fitted or top-dose-only effect, or effect the other way, or a change in a side signal; the % refers to the signal ratio;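 further: potency means the concentration at half of the fitted maximal effect; plate controls were basal doxycycline-induced cells for no effect and cells given 10 µM MG132 for full effect; MG132 reads +100%, hits lower the ratio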
#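 Concentration-response series (up to 46 uM) were applied to TMD8 dual-reporter cells for 4 h at 37C with doxycycline. Green/red ratio, after filter-overlap correction, defined %Activity; red signal alone was normalised to basal cells and zero luminescence.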
# AT treatment – potential ataxia-telangiectasia treatments restoring KAP-1 phosphorylation. […] A-T fibroblasts, KAP-1 phosphorylation AlphaLISA; neocarzinostatin DNA damage 30 min before lysis. Potency, µM (doses to about 57.5 µM), for the others: at the top dose activation, hits mostly activators. 0.19% of 320,000 active; further: potency means the concentration at half of the fitted maximal effect; % of control where 0% means no effect; nearly all actives have a fitted effect of over 45% in size
#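 ATM-like activity read as KAP-1 phosphorylation via AlphaLISA donor/acceptor antibody pairs after lysis and 6 hr at 25C. Cells were ATM-null patient fibroblasts ([…], hTERT), dosed 60 min, then exposed to the DSB inducer NCS for 30 min.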
# ELG1 DNA repair – blocks ELG1-dependent DNA repair in HEK293T cells | HEK293T ELG1-luciferase reporter, luminescence, 16 h; DNA damage induced by 5-fluorouridine | Potency, µM (series often up to 46.1 µM), inactives show at the top dose activity change, negative = inhibition, actives largely listed as inhibitors | 2.3% of 330,000 active | AID 504467; further: potency means the concentration at half of the fitted maximal effect; on the % scale 0 is the no-effect control and ±100 the full control effect; nearly all actives have a fitted effect of over 55% in size
#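 Quantitative HTS, concentration-response format. 2,000 cells/well co-treated with 5-fluorouridine and compound, 16 hr in 5% CO2 at 37 °C; ONE-Glo luminescence read after 30 min.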
# Tb PFK inh – blocks T. brucei phosphofructokinase. O15648. T. brucei PFK, ADP-Glo luminescence. Potency, µM (series often up to 57.5 µM), for the others: at the highest dose activity, negative = inhibition, most hits filed as inhibitors. 0.17% of 330,000 active. AID 485367;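 further: potency means the concentration at half of the fitted maximal effect; 0% = uninhibited 1x PFK enzyme wells and -100% = no-enzyme wells; nearly all actives have a fitted effect of over 60% in size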
#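 In TEA buffer at pH 8.0 with 5 mM MgCl2, enzyme (1.25 nM) converted F6P (0.5 mM) and ATP (0.1 mM) for 45 min at room temperature. ADP product was read by luciferase luminescence.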
# Integrin act MD – integrin-mediated muscular dystrophy alleviation activation; Potency, µM (series often up to 38.3 µM), inactives show top-dose activation, hits mostly activators; 0.064% of 350,000 active; AID 624291; alpha7betagal myoblasts, beta-gal FDG fluorescence, 48 h;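 further: potency means the concentration at half of the fitted maximal effect; 100% = response of the positive control SU9516; nearly all actives have a fitted effect of over 60% in size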
#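 alpha7betagal+/- myoblasts (passage 13, 250/well) treated 48 h at 37C with compounds at 1:260 dilution of DMSO stock. Lysed, then beta-galactosidase activity read as FDG fluorescence (ex 480/em 540) after 30 min, with pre-read for autofluorescence.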
# TSHR antagonist – antagonists of human thyroid stimulating hormone receptor. P16473. TSHR-expressing cells, TSH-stimulated cAMP HTRF, 2 h; hits give low values. activity change, negative = inhibition, % at 11.5 µM. 0.2% of 330,000 active. AID 504810;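 active means activity change below a set negative limit, meaning inhibition stronger than a set level, cut at about -70% in these data; inconclusive means activity change between two set negative limits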; further: on the % scale 0 is the no-effect control and ±100 the full control effect
#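 Inhibition of cAMP made by TSHR-expressing cells under TSH stimulation (4nM final, EC80; 2 h, 37 deg C) is quantified with a one-step lysis HTRF kit, anti-cAMP cryptate versus cAMP-d2.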
# ASM inhibitor – human S-ASM enzyme inhibition. placental ASM, HMU-PC fluorogenic substrate, 60 min. Potency, µM (series often up to 57.5 µM), inactives show at the highest dose activity change, negative = inhibition, actives largely listed as inhibitors. P17405. 0.006% of 340,000 active; further: potency means the concentration at half of the fitted maximal effect
# Target sequence (P17405 47-631 limits assumed): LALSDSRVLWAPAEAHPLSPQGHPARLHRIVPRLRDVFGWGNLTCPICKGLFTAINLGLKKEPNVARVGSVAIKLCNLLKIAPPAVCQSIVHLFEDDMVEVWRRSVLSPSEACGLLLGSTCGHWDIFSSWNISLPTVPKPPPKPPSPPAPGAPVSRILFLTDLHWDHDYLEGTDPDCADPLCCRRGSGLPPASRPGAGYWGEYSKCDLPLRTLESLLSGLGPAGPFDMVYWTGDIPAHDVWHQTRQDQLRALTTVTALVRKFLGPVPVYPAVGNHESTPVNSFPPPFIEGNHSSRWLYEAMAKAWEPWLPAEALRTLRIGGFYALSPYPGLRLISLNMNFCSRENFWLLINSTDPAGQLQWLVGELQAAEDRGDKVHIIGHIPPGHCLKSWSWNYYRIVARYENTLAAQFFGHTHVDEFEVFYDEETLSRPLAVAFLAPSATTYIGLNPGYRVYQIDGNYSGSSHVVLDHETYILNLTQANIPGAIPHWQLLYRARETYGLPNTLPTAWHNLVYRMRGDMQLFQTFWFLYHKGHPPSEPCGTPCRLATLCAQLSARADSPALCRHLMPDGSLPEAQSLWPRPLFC
#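 qHTS format. ASM enzyme prepared from human placenta hydrolyses the fluorogenic substrate HMU-PC0 (9 uM final) over 60 min at 37 °C after a 10 min compound preincubation.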
# An asterisk follows results filed as active; ? = inconclusive; . = no result given; & = joins results of further samples; [ ] = another dose, or the depositor's remark. Unless noted, the call rests on the fitted dose curve; in most records, active means well fitted curve in the direction sought with a large enough effect; inconclusive means small, poorly fitted or top-dose-only effect, or another doubt; inactive means no such curve, though single readings can be large; an effect the other way counts as inactive or inconclusive.
Structure	Mito fusion yeast	Eya2 phos inh	TSG101-PTAP inh	TCR act	Chronic BCR inh	AT treatment	ELG1 DNA repair	Tb PFK inh	Integrin act MD	TSHR antagonist	ASM inhibitor
CN(C)CC1CSCCC1(O)c1ccccc1 (configuration not stated)	-2.3%	7.9%	-5.7%	1.7%[46.1 µM]	3.8%	-1.6%	-10.0%	-1.7%	-7.4%	10.8	3.0%
COc1ccc(OC)c(N2Cc3ccccc3C2=N)c1	2.4%	7.8%	-11.4%	-5.3%	-0.4%	11.7%	5.6%	-4.2%	-11.8%	34.5	-3.7%
CC1CCCN(C(=O)CN2C3CCC2CC(O)(c2ccc(F)cc2)C3)C1 (configuration not stated)	3.0%	2.2%	-2.9%	-1.2%	-12.1%	-3.4%	-4.2%	-1.0%	-5.9%	-4.2	2.8%
CN(C)[C@@H]1C(=O)C(C(N)=O)=C(O)[C@@]2(O)C(=O)C3=C(O)c4c(O)ccc(Cl)c4[C@@](C)(O)[C@H]3C[C@@H]12	-0.2%	-17.8%	-5.1%	-1.9%	18.0%	-19.7%	-4.6%	-1.3%	6.5%	0.1	24.2%
Cc1cc(-c2ccccc2)cc(C)[n+]1Cc1ccccc1	-4.8%	-4.6%	-5.2%	-2.4%	2.0%	23.7%	-13.0%	-20.0%	-20.3%	-3.2	4.6%
Oc1ccc(C2NCc3ccccc3-n3cccc32)cc1Cl (configuration not stated)	7.5%&-11.6%	1.4%&4.4%	-0.7%&-3.8%	-8.5%&2.4%	?	-8.1%&2.9%	-9.6%&0.0%	-2.0%&-2.4%	-22.6%&7.3%	1.3&15.0	6.9%&0.8%
O=C1NC(=O)C(CCc2ccncc2)(Cc2ccc3c(c2)OCO3)C(=O)N1CCc1ccccc1 (configuration not stated)	28.8%	13.2%	1.3%	-42.2%	-11.0%	-0.5%	?	-3.7%	19.6%	-6.5	-0.1%
CCOc1cc2c(cc1OCC)-n1cccc1C(c1cc(OC)ccc1F)NC2 (configuration not stated)	3.4%	-13.3%	-3.3%	-1.4%	-2.5%	-8.7%	?	-10.6%	?	-1.8	0.2%
CC1CC(C)CN(S(=O)(=O)c2ccc3c(c2)oc(=O)n3CC(=O)NCc2cccnc2)C1 (configuration not stated)	-11.4%	10.6%	0.1%	-3.2%	3.4%	-6.3%	3.66µM*	-3.2%	-22.2%	-8.4	0.5%
C/C(=N\Nc1ccccc1)c1c(O)[nH]c(=O)[nH]c1=O	-6.3%	-10.9%	-6.4%	2.8%	?	-4.5%	5.17µM*	-5.7%	14.0%	11.6	-2.0%
CCOC(=O)[C@]1(C#N)[C@@H]2C=CC(C(C)=O)=CN2[C@@H](C(N)=O)[C@@H]1c1ccsc1	-3.0%	-9.4%	?	-0.3%	?	-17.4%	-27.2%	-8.0%	-13.2%	-3.9	-0.4%
COC(=O)C1=C(c2ccc(OC)c(OC)c2)C[C@@H]2CC[C@H]1N2C(=O)NCCOc1ccccc1	-15.0%	-23.7%	.	6.5%	14.9%	0.8%	25.1%	-1.9%	-17.7%	-13.1	2.0%
CCN1C[C@]2(COC(=O)c3ccccc3N)CC[C@H](OC)C34[C@@H]5C[C@H]6[C@H](OC)[C@@H]5[C@](O)(C[C@@H]6OC)[C@@](O)([C@H]13)[C@@H](OC)[C@@H]42	-1.7%	1.0%	-8.2%	12.6%	6.9%	0.5%	26.5%	6.9%	-5.2%	-0.7	203.4%[activator]
CC(Cl)(Cl)/C(=N/P(=S)(N1CCOCC1)N1CCOCC1)N1CCOCC1	-13.7%	2.7%	-10.8%	-1.0%	-0.8%	-5.3%	?	10.9%	12.6%	-5.3	-2.2%
CN1CCN(CC(=O)Nc2ccc([N+](=O)[O-])cc2C(=O)c2ccccc2)CC1	-3.2%	-7.4%	-4.3%	.	?	1.2%	-3.1%	-1.1%	-26.2%	-9.4	-2.8%
COC(=O)C1=C(c2cccc(C#N)c2)C[C@@H]2CC[C@H]1N2C(=O)N1CCC(C)CC1	13.7%	-20.4%	-3.8%	0.7%	1.3%	-5.0%	15.9%	-2.4%	4.4%	16.9	4.1%
COc1ccc2c(c1)c(C(=O)CN1CCC3(CC1)OCCO3)c(C)n2Cc1ccccc1	-3.2%	-7.2%	-0.4%	-3.5%	?	-8.0%	-10.2%	9.1%	35.6%	0.3	-5.7%
O=Cc1cn(Cc2ccc(Br)cc2)c2ccccc12	13.7%	4.1%	-6.9%	-8.6%	-10.9%	16.7%	-26.4%	-28.0%	-52.7%[inhibitor]	-3.5	-18.3%
Cc1csc(NC(=O)C2CCCN2C(=O)Oc2ccccc2)n1 (configuration not stated)	-5.9%	5.7%	-1.7%	2.8%	?	-1.3%	20.2%	-3.6%	-11.4%	6.7	1.1%
CCc1cc2c(N3CCN(c4nnc(CC)s4)CC3)ncnc2s1	7.9%	12.7%[15.4 µM]	-2.7%	-0.3%	?	4.7%	18.4µM*	-0.9%	-40.8%[inhibitor]	-9.4	-4.4%

# (next part)
Structure	Mito fusion yeast	Eya2 phos inh	TSG101-PTAP inh	TCR act	Chronic BCR inh	AT treatment	ELG1 DNA repair	Tb PFK inh	Integrin act MD	TSHR antagonist	ASM inhibitor
COc1cccc(Oc2c(C)oc3cc(OC(=O)N(C)C)ccc3c2=O)c1	8.3%	8.1%	-1.2%	-4.8%	0.0%	2.6%	-6.0%	-4.0%	-6.9%	8.7	0.4%
COc1ccccc1-n1c(O)c(C=NCCCn2ccnc2)c(=O)[nH]c1=O	-4.4%	-4.3%[15.4 µM]	-2.0%	1.7%	-0.1%	-3.2%	-5.8%	-1.6%	3.3%	-7.4	5.4%
Cc1nc2ccccc2c(=O)n1-c1ccc(Cl)cc1[N+](=O)[O-]	8.0%	4.0%	-4.2%	-2.6%	-9.5%	0.7%	10.6%	-4.0%	0.0%	8.1	-2.6%
Cc1c(C)c2ccc(OCC(=O)N3CCC(C(=O)O)(c4ccccc4)CC3)cc2oc1=O	-4.6%	12.3%	-0.5%	5.0%	3.9%	-2.6%	15.9%	16.8%	-11.5%	-6.1	0.2%
C/C(CCc1c[nH]c2ccccc12)=N\O	-4.5%	1.8%	-2.8%	-0.6%	-0.8%	-7.5%	13.7%	-5.6%	-11.8%[7.66 µM]	24.3	1.3%
CNP(=O)(Oc1ccccc1)OC12CC3CC(CC(C3)C1)C2 (configuration not stated)	0.6%	-22.1%	-2.4%	-6.3%	-1.1%	0.1%	4.8%	-3.1%	10µM*	-0.3	4.8%
COc1ccc(C2c3c(nc(C)[nH]c3=O)Oc3c2c(=O)oc2ccccc32)cc1 (configuration not stated)	2.9%	-1.6%	-6.3%	3.5%	-0.9%	1.8%	0.0%	0.2%	1.4%	-8.7	4.1%
CN1C(=O)C(Cc2ccsc2)C(=O)N(C)C1=O	-5.6%	-19.4%	-3.7%	0.2%	5.3%	-2.9%	-7.2%	-2.0%	-6.0%	-6.1	1.4%
Clc1ccc(COn2ccnc2)cc1Cl	1.7%	-8.2%	-4.5%	0.8%	-1.6%	-0.8%	28.9%	?	19.8%	-7.4	-0.6%
COC(=O)C1=C(c2cccc(OCc3ccccc3)c2)C[C@@H]2CC[C@H]1N2C(=O)NCc1ccc(C(F)(F)F)cc1	0.5%	-18.4%	-0.5%	1.3%	1.2%	-4.1%	?	3.8%	-14.1%	-7.1	1.0%
CC(C)[C@H](NC(=O)N1C[C@H]2C[C@@H](C1)c1cccc(=O)n1C2)C(=O)Nc1ccccc1F	-3.2%	6.3%	-3.7%	-11.6%	-0.6%	-1.1%	-5.8%	0.1%	-3.7%	-0.5	-1.3%
C=C1N2CCC(CC2)C1(O)c1ccc(C)c(C)c1 (configuration not stated)	-3.3%	4.7%	2.9%	7.1%[46.1 µM]	-7.0%	0.8%	6.6%	-0.5%	19.3%	17.2	5.9%

# An excerpt, so the mix of outcomes need not match the whole.
